Compound activity: PubChem, several laboratories
NPY2 pot ag = potentiators or agonists of human neuropeptide Y receptor Y2; 0.45% of 220,000 active; activation, % at 3.6 µM; P49146; cells expressing NPY-Y2, potentiator/agonist read-out; in the data active = activation above about 27%;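 also: cells stimulated with NPY near EC25 plus isoproterenol at EC100; 0% = vehicle plus submaximal agonist and 100% = vehicle plus saturating agonist; some results beyond the cut were filed as inactive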
NPY1 pot ag = potentiates or activates human NPY-Y1 receptor | activation, % at 3.6 µM | NPY-Y1 expressing cells, potentiator/agonist activation | 0.37% of 220,000 active; in the data active = activation above about 33%, passing the limit was not always enough;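 also: cells stimulated with NPY at EC10 then isoproterenol at EC100; 0% = low agonist plus stimulus and 100% = saturating agonist plus stimulus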
Target sequence (P25929 whole entry, looked up): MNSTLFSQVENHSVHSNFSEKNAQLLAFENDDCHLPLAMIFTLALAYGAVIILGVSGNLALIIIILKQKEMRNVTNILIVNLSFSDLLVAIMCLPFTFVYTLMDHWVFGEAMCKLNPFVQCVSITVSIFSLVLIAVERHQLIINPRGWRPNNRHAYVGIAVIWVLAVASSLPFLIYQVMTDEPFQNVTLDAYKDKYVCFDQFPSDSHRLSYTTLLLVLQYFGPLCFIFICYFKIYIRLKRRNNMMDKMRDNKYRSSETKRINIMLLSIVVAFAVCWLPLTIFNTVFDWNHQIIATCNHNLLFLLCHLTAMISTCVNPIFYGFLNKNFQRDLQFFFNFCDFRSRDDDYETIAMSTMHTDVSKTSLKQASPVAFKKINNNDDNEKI
NPY Y1 blocker = NPY-Y1 (human) receptor antagonism; P25929; AID 1040; HEK293-CNG Y1 cells, membrane potential fluorescence; NPY at EC95, then isoproterenol; inhibition, % at 3.6 µM; 1% of 200,000 active;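 active = inhibition above the campaign mean inhibition of all tested compounds plus 3 SD, cut at about 20% in these data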;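 also: 0% = DMSO wells given NPY plus isoproterenol and 100% = isoproterenol alone without NPY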
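Material: HEK293 Y1/CNG channel cell line | Also added: NPY (25 nM), isoproterenol (1 µM), Ro 20-1724 (25 µM) | Compound: One concentration, 3.6 µM, in 0.4% DMSO | Schedule: 3 h dye uptake, 1 h room-temperature compound, 45 min post-isoproterenol | Signal: Membrane-potential fluorescent dye readout | Read-out: % inhibition of NPY effect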
EP2 mod = EP2 receptor (human) modulation. EP2-expressing cells, cAMP HTRF FRET, PGE2 co-stimulation. 0.83% of 260,000 active. P43116. AID 940. induction, % at 25 µM;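 active = compounds whose cAMP rise, as percent of the full-agonist control response, exceeds 60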;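 also: rat C6 glioma line stably carrying human EP2 under a CMV promoter; the protocol text gives 20 µM as final concentration; 100% = response of wells given 1 µM PGE2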
CHOP inh = blocks CHOP induction under ER stress; 3.8% of 220,000 active; inhibition, % at 10 µM; CHO-K1 CHOP-promoter luciferase, tunicamycin-induced, 15-18 h;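 active = compounds that reduced the stress-induced luciferase reporter signal by more than about 70% of percent inhibition, limit read from the data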;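 also: 0% = tunicamycin plus vehicle and 100% = wells without tunicamycin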
TRPML3 ag = activates the human TRPML3 channel | Q8TDD5 | HEK293 TRPML3-YFP, Fluo-8 calcium fluorescence; 100% = the carbachol control signal | activation, % at 3 µM | 0.29% of 220,000 active;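 active = activation above its plate's cutoff, the mean activation of the plate's test wells plus 3 SD, cut at about 12% in these data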;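 also: 0% = DMSO only wells and 100% = carbachol wells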
Target sequence (Q8TDD5 whole entry, looked up): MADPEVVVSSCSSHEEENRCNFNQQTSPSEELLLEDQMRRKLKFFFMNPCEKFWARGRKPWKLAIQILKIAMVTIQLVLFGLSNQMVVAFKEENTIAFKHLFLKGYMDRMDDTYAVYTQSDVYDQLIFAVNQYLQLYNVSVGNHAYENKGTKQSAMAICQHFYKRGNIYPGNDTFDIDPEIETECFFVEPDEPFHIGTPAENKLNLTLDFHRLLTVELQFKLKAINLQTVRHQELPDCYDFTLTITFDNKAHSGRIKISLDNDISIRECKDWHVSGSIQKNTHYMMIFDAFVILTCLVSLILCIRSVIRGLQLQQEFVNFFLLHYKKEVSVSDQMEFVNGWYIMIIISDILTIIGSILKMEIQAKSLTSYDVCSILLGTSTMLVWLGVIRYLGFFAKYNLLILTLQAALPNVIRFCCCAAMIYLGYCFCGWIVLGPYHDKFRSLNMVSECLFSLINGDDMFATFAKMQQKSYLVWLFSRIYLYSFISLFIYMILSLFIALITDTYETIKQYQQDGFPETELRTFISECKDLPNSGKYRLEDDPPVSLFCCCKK
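Test system: TRPML3-YFP stable HEK293 cells. Doses: single point at 3 µM. Incubation: dye loading 1 h 37 °C then 30 min ambient, 125 s read. Signal: Fluo-8 calcium dye fluorescence, ex 470-495, em 515-575 nm. Measure: percent activation from peak-to-basal fluorescence ratio, scaled between DMSO and carbachol.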
S1P4 agonist = activates the human S1P4 receptor; S1P4-expressing cell line, agonist reporter assay; activation, % at 4.98 µM; 0.35% of 220,000 active; O95977; in the data active = activation above about 11%;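 also: 0% = DMSO vehicle and 100% = reference agonist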
TRPN1 ag = zebrafish TRPN1 (NompC) channel agonism. activation, % at 3 µM. 0.18% of 220,000 active. HEK293 zebrafish TRPN1-YFP, Fluo-8 calcium fluorescence; 100% = response to 87 µM carbachol;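 active = activation above its plate's cutoff, the mean activation of test wells on that plate plus 3 SD, cut at about 19% in these data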;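 also: 0% = DMSO alone and 100% = 87 µM carbachol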
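Assay system: Zebrafish TRPN1-YFP in HEK293 cells | Incubation: Dye loading 1 h at 37 °C, then 30 min room temperature | Measured by: Kinetic Fluo-8 fluorescence, ex 470-495, em 515-575 nm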
S1P4 antag = antagonists of human S1P4 receptor; O95977; S1P4-expressing cells, antagonist mode, reporter read-out; inhibition, % at 4.98 µM; 0.26% of 220,000 active; in the data active = inhibition above about 29%;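 also: 0% = wells stimulated with agonist and 100% = vehicle wells without agonist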
An asterisk follows results filed as active; · = no result given.

SMILES | NPY2 pot ag | NPY1 pot ag | NPY Y1 blocker | EP2 mod | CHOP inh | TRPML3 ag | S1P4 agonist | TRPN1 ag | S1P4 antag
CN(Cc1ccc(F)cc1)C(=O)COc1ccccc1-c1ccccc1 | 2 | -2 | 6 | 15 | 59 | -0.8 | 1.0 | -0.9 | -20
C/C(=N\NC(=O)C(C)Nc1cccc(Cl)c1)c1ccc([N+](=O)[O-])cc1 (stereo not drawn) | -11 | -12 | 0 | -33 | 19 | 0.7 | -0.2 | 1.3 | 0
Cc1cc2oc(C(=O)Nc3ccc(S(=O)(=O)N4CCCC(C)C4)cc3)cc(=O)c2cc1Cl (stereo not drawn) | 16 | -30 | 4 | 8 | -2 | 0.7 | 3.1 | 0.2 | -15
Cc1c(C(=O)OCCOc2ccccc2)[nH]c2c1C(=O)CCC2 | 4 | 2 | -2 | -20 | 59 | 2.2 | 1.1 | 9.8 | 15
CC(C)CNC(=O)COC(=O)c1c2c(nc3ccccc13)/C(=C/c1cccs1)CC2 | -7 | -7 | -4 | -12 | 34 | 0.2 | 0.8 | -1.6 | 15
C(=N\N1CCN(Cc2ccccc2)CC1)/c1ccc(-c2ccccc2)cc1 | -1 | -5 | 5 | -2 | 1 | 0.5 | -0.3 | -1.2 | -17
CC(C)=CC(=O)OCC(=O)Nc1cc(C)ccc1C | 1 | 1 | 6 | 2 | -6 | 0.2 | 1.4 | -0.9 | 5
O=C(O)CC12CSc3[nH]c(=O)sc3C1c1ccccc1OC2=O (stereo not drawn) | -3 | -3 | 4 | 22 | 8 | 0.6 | -1.2 | -0.9 | -9
CCOC(=O)c1cnc(Nc2nc3ccccc3o2)nc1CN1CCN(c2ccccc2)CC1 | -6 | -5 | 3 | · | · | 1.6 | -0.2 | -0.7 | -6
COc1ccc(C2CC(=O)C=C(NCC3CCCO3)C2)cc1 (stereo not drawn) | 6 | 14 | 3 | 36 | 53 | 0.2 | 1.2 | -0.3 | 5
O=C(NC1CCCCC1)N1CCC(c2nc3ccc(Cl)cc3[nH]2)CC1 | -9 | -19 | 2 | -28 | 79* | -0.8 | -0.2 | -0.3 | -15
O=C1c2[nH]nc(-c3ccccc3O)c2C(c2ccc(F)cc2)N1Cc1ccco1 (stereo not drawn) | -1 | 13 | 4 | -26 | 82* | -0.8 | 2.3 | -0.1 | -9
CCc1nc2ccccc2c(C(=O)OCC(=O)Nc2ccc(S(=O)(=O)N3CCOCC3)cc2)c1C | 17 | 25 | 0 | -13 | 74* | 0.7 | -0.1 | 3.9 | -18
CCc1nnc(NC(=O)CSc2nnc(CNc3ccc(OC)cc3)n2C)s1 | -8 | -1 | -1 | 6 | -6 | 0.0 | -0.2 | -1.3 | -2
Cc1sc2nc(SCC(=O)c3cc(C)n(CC4CCCO4)c3C)n(C(C)C)c(=O)c2c1C (stereo not drawn) | 5 | -5 | 5 | -59 | 28 | -0.5 | 2.0 | -0.3 | -2
Cc1ccc(S(=O)(=O)CC2CSc3nc(N)cc(=O)n32)cc1 (stereo not drawn) | 3 | 1 | 5 | 15 | -4 | 0.3 | 2.6 | -0.7 | -4
CC(C)(C)c1cc[n+](CC(=O)Nc2cc(C(F)(F)F)ccc2N2CCOCC2)cc1 | -1 | 16 | -1 | 12 | 6 | 0.4 | 0.2 | 0.4 | -10
Cn1c(-c2ccccc2)c(C=O)c2ccccc21 | 2 | -4 | -1 | 48 | 25 | 0.2 | -0.3 | -2.1 | 1
Cc1cc(-c2nnnn2-c2cc(Cl)cc(Cl)c2)no1 | -3 | 13 | · | -2 | 9 | 0.7 | -0.5 | 1.3 | -6
CCn1c(=O)cc(SCC(=O)Nc2ccc(Cl)cc2)c2ccccc21 | 8 | -4 | -2 | -5 | 41 | -0.2 | 0.5 | -0.7 | -8
CCOC(=O)C1CCCCN1C(=O)CCc1c(C)nc2ncnn2c1C (stereo not drawn) | -15 | 9 | 2 | 2 | 25 | 0.5 | 0.0 | 1.4 | -14
Cc1cc(C)cc(NC(=O)c2ccc3nc[nH]c3c2)c1 | 2 | 2 | 3 | -21 | -4 | -0.1 | 0.4 | -0.6 | -21
COc1ccc(C(=O)O)cc1NS(=O)(=O)c1cccc2nsnc12 | -8 | 11 | 3 | 14 | -4 | 0.8 | 1.5 | 0.6 | 3
CC(=O)N1C(=O)N(C)C2C1N(C)C(=O)N2C(C)=O (stereo not drawn) | -6 | -3 | -4 | 22 | -17 | 0.2 | 1.8 | 0.3 | 2
CCCCNC(=O)COc1ccccc1[N+](=O)[O-] | -4 | -1 | 4 | 5 | -27 | 1.0 | 1.0 | 1.6 | 5
C=CCN(CC=C)S(=O)(=O)c1ccc(F)cc1 | 7 | 0 | 5 | 31 | 79* | 0.1 | 0.2 | -0.7 | -9
O=C(Nc1ccc2oc(=O)ccc2c1)c1ccc(-c2ccc(Cl)cc2)o1 | 2 | -22 | 4 | -3 | -17 | 0.3 | -2.4 | 0.3 | -9
S=C(Nc1ccccc1)N1CCn2c1nc1ccccc12 | -7 | -1 | -4 | -9 | 15 | 0.7 | 0.9 | -0.5 | -37
O=C(CCc1nc(-c2ccccc2)no1)NCC1CCCO1 (stereo not drawn) | 3 | -5 | 0 | 19 | 12 | 0.4 | 2.1 | 1.1 | 6
CCOP(=O)(OCC)/C(=N/OC(=O)c1ccccc1C)C(N)=O | -4 | 1 | 0 | 44 | -53 | 1.3 | 1.3 | 1.0 | -1
COc1cc(NC(=O)c2ccc(Cl)cc2Cl)ccc1-c1cc2ccccc2oc1=O | -15 | 16 | 4 | 14 | 26 | 0.8 | -1.5 | 1.0 | -4
Cc1ccc(S(=O)(=O)NCc2c(Cl)cccc2Oc2ccccc2)cc1 | -3 | 2 | · | 69* | 51 | 1.4 | -0.3 | 1.2 | 5
CCOc1ccccc1Nc1nc(-c2sc(NC(=O)c3ccco3)nc2C)cs1 | 4 | 3 | -3 | 13 | 54 | -0.7 | 0.7 | 0.0 | -4
Cc1ccn2cc(CC(=O)O)nc2c1 | -3 | 5 | -5 | 18 | 2 | -0.4 | 2.6 | 0.3 | -6
COC(=O)c1cc2ccsc2n1Cc1ccccc1F | 2 | 12 | 7 | 71* | 62 | -1.0 | 1.4 | -2.9 | -1
O=C(C1CCN(CCCc2ccccc2)CC1)N1CCCCC1 | -8 | -7 | 8 | 7 | 27 | 1.1 | -0.6 | 0.6 | 6
COc1ccc(Cl)cc1-c1n[nH]c(=S)n1C1CCCCC1 | 1 | -20 | 10 | 18 | 30 | 0.2 | -4.1 | -1.4 | 3
CCOC(=O)c1c(C)n(CC)c2ccc(OC(=O)c3ccc([N+](=O)[O-])cc3)cc12 | 4 | -4 | -2 | 38 | 38 | 0.1 | 0.2 | 1.5 | -33
COc1ccc(CC2(CO)CCN(Cc3cnn(C)c3)CC2)cc1 | -6 | -4 | 4 | 4 | -5 | 0.0 | -0.9 | 0.3 | -6
CCCCOc1ccc(CSCCN=C(N)N)cc1 | -16 | -1 | -2 | -25 | 3 | 0.3 | -0.7 | -1.0 | 8

EP2 mod: entries above that show a hit
structure,NPY2 pot ag,NPY1 pot ag,NPY Y1 blocker,EP2 mod,CHOP inh,TRPML3 ag,S1P4 agonist,S1P4 antag
Cc1ccc(S(=O)(=O)NCc2c(Cl)cccc2Oc2ccccc2)cc1,-3,2,·,69*,51,1.4,-0.3,5
COC(=O)c1cc2ccsc2n1Cc1ccccc1F,2,12,7,71*,62,-1.0,1.4,-1

Additional entries follow:
SMILES | NPY2 pot ag | NPY1 pot ag | NPY Y1 blocker | EP2 mod | CHOP inh | TRPML3 ag | S1P4 agonist | TRPN1 ag | S1P4 antag
Fc1cccc(/C=N/Nc2ccccn2)c1 | 1 | 8 | 1 | -23 | 4 | 0.5 | 1.2 | -0.6 | -22
CCOC(=O)c1c(C)sc2c1N(C(=O)CN(CC)CC)c1ccccc1S2 | 7 | 0 | 14 | 46 | 25 | -0.9 | 2.0 | -1.4 | -16
Cc1cc(C)n(CCOC(=O)c2sc3ccccc3c2Cl)n1 | -7 | -20 | 16 | -3 | 74* | -0.3 | 0.8 | -1.5 | -2
COc1ccc(NS(=O)(=O)c2ccc(NC(=S)NC(=O)CC(C)C)cc2)cc1 | 5 | 6 | 2 | -49 | 39 | 5.7 | -1.3 | 3.5 | -10
Cc1ccc(Sc2ncccc2C(=O)O)cc1 | -18 | 14 | 0 | 26 | 6 | 1.2 | -0.1 | 0.1 | -13
Cc1csc(SCC(=O)Nc2nc3ccccc3s2)n1 | 3 | 2 | 4 | -15 | 36 | -0.2 | 0.6 | -0.1 | -16
CCCCC(=O)NC(=S)Nc1cc([N+](=O)[O-])ccc1OC | -28 | -14 | 10 | -12 | 9 | -1.0 | -0.4 | -0.8 | 5
Cc1cc(C)nc(NC(=S)Nc2ccc(Br)cc2Cl)c1 | -8 | -4 | 0 | -11 | -1 | 0.3 | -0.4 | 0.3 | -11
CCN(c1ccccc1)S(=O)(=O)c1ccc(Cl)c(NC(=O)CSc2ncn[nH]2)c1 | 4 | 8 | 3 | 25 | 17 | -0.5 | 4.5 | -1.4 | -4
O=C(Nc1nc(-c2ccc(Oc3ccccc3)cc2)cs1)C1=COCCO1 | 5 | -29 | 13 | -2 | 42 | 1.5 | 0.9 | 1.1 | -14
COC(=O)c1cc2n(n1)CCN(Cc1ccc(OC)cc1)C2=O | -3 | 6 | 1 | 4 | 1 | 0.4 | -0.4 | 1.1 | -6
COc1ncnc2c1oc1nc(C)c3c(c12)CC(C)(C)OC3 | 7 | 8 | · | -8 | 15 | 0.3 | 0.1 | 1.6 | 1
COc1ccc(S(=O)(=O)Nc2c(C)ccc3nsnc23)cc1OC | 0 | -1 | 3 | 10 | -10 | 0.8 | 0.6 | 0.3 | -1
O=C(O)CC1S/C(=N/N=C/c2ccccn2)NC1=O (stereo not drawn) | 6 | 27 | · | -6 | 8 | 1.3 | 1.4 | 1.8 | -12
c1ccc(-c2noc(CN3CCOCC3)n2)cc1 | 2 | 13 | 1 | -5 | 16 | 1.0 | 1.6 | 0.7 | -9
Cc1cc(C)[n+](-c2ccc(C(C)C)cc2)c2[nH]c(=O)[nH]c(=O)c12 | 5 | 19 | -4 | 16 | 12 | -0.3 | 0.8 | 1.2 | -2

Arranged by length of the SMILES (high to low): 3 of the compounds above.
SMILES | NPY2 pot ag | NPY1 pot ag | NPY Y1 blocker | EP2 mod | CHOP inh | TRPML3 ag | S1P4 agonist | TRPN1 ag | S1P4 antag
O=C(O)CC12CSc3[nH]c(=O)sc3C1c1ccccc1OC2=O (stereo not drawn) | -3 | -3 | 4 | 22 | 8 | 0.6 | -1.2 | -0.9 | -9
Cc1cc(C)n(CCOC(=O)c2sc3ccccc3c2Cl)n1 | -7 | -20 | 16 | -3 | 74* | -0.3 | 0.8 | -1.5 | -2
S=C(Nc1ccccc1)N1CCn2c1nc1ccccc12 | -7 | -1 | -4 | -9 | 15 | 0.7 | 0.9 | -0.5 | -37
